CHRM1 agonist: human M1 muscarinic receptor agonists, primary screen, Fluo-8 calcium fluorescence, CHO-K1 cells, HTS; Muscarinic acetylcholine receptor M1 (Homo sapiens), P11229; CHO-K1 hM1, agonist mode; 0% DMSO, 100% acetylcholine EC100; activation, % at 3 µM; 0.33% of 360,000 active;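 active = activation above the run's mean compound activation plus 3 SD, cut at about 16% in these data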;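 also: peak over basal fluorescence ratio within a 140 s kinetic read after compound addition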
CHRM4 agonist: human M4 muscarinic receptor agonists, primary screen, CHO-K1 cells, Fluo-8 calcium fluorescence. activation, % at 3 µM. Muscarinic acetylcholine receptor M4 (Homo sapiens), P08173. 0.14% of 360,000 active. AID 624127, 2012. CHO-K1 hM4/Gqi5; vehicle 0%, full acetylcholine response 100%;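 active = activation above the run mean over all test wells plus 3 SD, cut at about 32% in these data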;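 also: peak over basal fluorescence ratio per well then scaled between controls; 0% = DMSO wells and 100% = acetylcholine at EC100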
Target sequence (P08173 whole entry, looked up): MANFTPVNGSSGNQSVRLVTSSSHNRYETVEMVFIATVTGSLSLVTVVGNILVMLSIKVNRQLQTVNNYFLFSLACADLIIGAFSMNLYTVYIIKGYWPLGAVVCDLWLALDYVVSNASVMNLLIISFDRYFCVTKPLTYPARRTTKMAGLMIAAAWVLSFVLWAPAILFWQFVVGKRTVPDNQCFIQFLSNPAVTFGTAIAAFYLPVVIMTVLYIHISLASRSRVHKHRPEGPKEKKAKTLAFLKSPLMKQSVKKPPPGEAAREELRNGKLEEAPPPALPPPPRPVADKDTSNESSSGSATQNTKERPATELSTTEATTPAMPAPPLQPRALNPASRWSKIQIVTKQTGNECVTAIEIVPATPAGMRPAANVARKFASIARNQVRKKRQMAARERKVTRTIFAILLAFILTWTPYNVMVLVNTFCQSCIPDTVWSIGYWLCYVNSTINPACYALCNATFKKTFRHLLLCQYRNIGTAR
CHO-K1 Ca antag: nonselective inhibitor or artifact in parental CHO-K1 cells | ATP-induced calcium, Fluo-8 fluorescence | inhibition, % at 3 µM | 0.6% of 360,000 active;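 active = inhibition above a per-plate cutoff, the plate's mean sample inhibition plus 3 SD, cut at about 24% in these data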;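 also: 0% = DMSO plus EC80 ATP and 100% = DMSO alone without ATP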
M1 PAM: human M1 muscarinic receptor positive allosteric modulators, primary screen, CHO-K1 cells, Fluo-8 calcium fluorescence, 1536-well | Muscarinic acetylcholine receptor M1 (Homo sapiens), P11229 | CHO-K1 hM1, ACh EC20; 0% = ACh EC20, 100% = maximal ACh | activation, % at 3 µM | 0.088% of 360,000 active; in the data active = activation above about 19%, passing the limit was not always enough
CHRM1 antagonist: human M1 muscarinic receptor antagonists, primary screen, CHO-K1 cells, Fluo-8 calcium fluorescence, 1536-well; Muscarinic acetylcholine receptor M1 (Homo sapiens), P11229; CHO-K1 hM1, ACh EC80 antagonist; inhibition, % at 3 µM; 1.3% of 360,000 active; AID 588852, 2011;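 active = percent inhibition above its own plate's cutoff, namely the mean of that plate's compound wells plus 3 SD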;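 also: peak over basal fluorescence ratio during 140 s after agonist addition; 0% = ACh EC80 plus DMSO and 100% = DMSO alone without agonist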
M1 ag parental: counter-screen for M1 agonists: effect in parental CHO-K1 cells. activation, % at 3 µM. Fluo-8 calcium fluorescence; scaled to maximal ATP response, vehicle zero. 0.48% of 360,000 active; in the data active = activation above about 15%;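 also: untransfected CHO-K1 host cells lacking M1 receptor as counterscreen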
M4 antag: human M4 muscarinic receptor antagonists, primary screen, CHO cells, Fluo-8 calcium fluorescence; CHO-hM4 cells, ACh EC80; inhibition, % at 3 µM; 0.73% of 360,000 active; AID 624125, 2012;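 active = inhibition above its plate's cutoff, the mean inhibition of sample wells plus 3 SD, cut at about 27% in these data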;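 also: 0% = acetylcholine EC80 with DMSO and 100% = DMSO without agonist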
OXTR potentiator: human OXTR potentiators, primary screen, fluorescence, CHO-OTR cells, Fluo-8 calcium; Fluo-8 calcium fluorescence, potentiator mode; 0% = oxytocin EC15, 100% = EC100; activation, % at 3 µM; 0.061% of 320,000 active; AID 2445, 2010;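 active = activation above that plate's cutoff, the mean activation of tested compounds plus 3 SD, cut at about 6.6% in these data, passing the limit was not always enough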;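 also: 100% uses oxytocin at 75 nM as the full agonist control; some results filed as inactive read as strong as hits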
Target sequence (P30559 whole entry, looked up): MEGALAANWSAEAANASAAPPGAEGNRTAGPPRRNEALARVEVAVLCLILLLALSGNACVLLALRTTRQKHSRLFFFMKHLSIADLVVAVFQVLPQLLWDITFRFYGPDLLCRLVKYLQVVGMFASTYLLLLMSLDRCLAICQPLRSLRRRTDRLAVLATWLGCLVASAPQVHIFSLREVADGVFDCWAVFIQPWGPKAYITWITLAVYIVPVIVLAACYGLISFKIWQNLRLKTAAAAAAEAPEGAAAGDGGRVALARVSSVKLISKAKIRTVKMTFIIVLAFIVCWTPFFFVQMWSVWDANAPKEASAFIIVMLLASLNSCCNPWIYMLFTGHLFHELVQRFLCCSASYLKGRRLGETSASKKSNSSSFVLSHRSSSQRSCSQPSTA
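Assay system: CHO cell line stably expressing human OTR | Also added: Oxytocin at about EC15, sub-maximal agonist stimulus | Times: Compound 6 min at room temperature before oxytocin, 100 s read | Measured by: Fluo-8 intracellular calcium fluorescence, ex 470-495, em 515-575 nm | Controls: EC15 oxytocin alone as 0%, 75 nM oxytocin as 100%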
CHO parental Ca: ATP-evoked calcium signal inhibitors, parental CHO, primary screen, counter-screen for OX1R antagonist project, cell-based, fluorescence, Fluo-8 calcium dye. 0.63% of 330,000 active. AID 463079, 2010. parental CHO-K1, ATP-induced calcium, Fluo-8 fluorescence. inhibition, % at 5.6 µM;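 active = inhibition above that plate's mean sample inhibition plus 3 SD, cut at about 26% in these data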;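 also: 0% = ATP-challenged DMSO wells and 100% = DMSO wells without ATP; some compounds past the cut are filed as inactive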
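Material – parental CHO cells · Reagent – ATP stimulus · Compound – single nominal dose of 5.6 µM per compound · Detection – Fluo-8 fluorescence · Read-out basis – percent inhibition of calcium signal · Controls – ATP-challenged DMSO wells low, unchallenged DMSO wells high · Repeats – no replicates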
* = called active by the depositor; · = no result given. Outcome played no part in choosing rows, and some 2.9% of all compounds hit somewhere here.

cpd	canonical_smiles	OXTR potentiator	M4 antag	M1 PAM	CHRM1 agonist	CHO-K1 Ca antag
1	COc1ccc(C(=O)NC2CC2)cc1OC1CCN(Cc2ccc(F)cc2Cl)CC1	-15	-9	16	-7	13
2	CC(C)(C)OC(=O)C[C@H]1C/C=C\C[C@H](CC(=O)N[C@H](CO)Cc2ccccc2)C(=O)N2CCC[C@H]2COC1=O	-7	-8	10	-2	-15
3	CCCCCC(=O)NNC(=O)Nc1ccccc1	-1	-9	3	-3	-10
4	O=C(NCC1CC1)c1ccccc1Cl	-8	0	7	-3	-5
5	CCn1c(=O)c(C(=O)NNS(=O)(=O)c2ccc(NC(=O)OC)cc2)c(O)c2ccccc21	-7	-5	13	-3	-9
6	O=C(COC(=O)c1cccc(Cl)c1Cl)NCc1cccs1	-8	-7	-1	-4	-15
7	Cc1sc(N)nc1-c1ccccc1	-4	-2	12	-6	-12
8	CC(=O)N/N=C(\C)CC(=O)Nc1cccc2c1CCCC2	2	3	7	-8	-6
9	O=C(Nc1ccc(-c2n[nH]c(=S)o2)cc1)c1ccccc1Br	5	0	9	-3	-10
10	Cc1cc(N/N=C/c2ccc(F)cc2)nc(-n2nc(C)cc2C)n1	-6	8	2	-7	9

cpd	M1 ag parental	CHRM1 antagonist	CHRM4 agonist	CHO parental Ca
1	-0.3	-18	3	3
2	1.0	-14	2	-1
3	0.6	1	1	5
4	0.7	-4	-1	-3
5	0.9	-17	1	-13
6	3.6	-2	4	-18
7	0.6	-9	2	-4
8	0.7	-6	1	-33
9	-0.3	-18	0	-1
10	2.1	-4	-1	-23

Numbers 7 to 10, quoted:
cpd	canonical_smiles	OXTR potentiator	M4 antag	M1 PAM	CHRM1 agonist	CHO-K1 Ca antag
7	Cc1sc(N)nc1-c1ccccc1	-4	-2	12	-6	-12
8	CC(=O)N/N=C(\C)CC(=O)Nc1cccc2c1CCCC2	2	3	7	-8	-6
9	O=C(Nc1ccc(-c2n[nH]c(=S)o2)cc1)c1ccccc1Br	5	0	9	-3	-10
10	Cc1cc(N/N=C/c2ccc(F)cc2)nc(-n2nc(C)cc2C)n1	-6	8	2	-7	9

cpd	M1 ag parental	CHRM1 antagonist	CHRM4 agonist	CHO parental Ca
7	0.6	-9	2	-4
8	0.7	-6	1	-33
9	-0.3	-18	0	-1
10	2.1	-4	-1	-23

More records.
cpd	canonical_smiles	OXTR potentiator	M4 antag	M1 PAM	CHRM1 agonist	CHO-K1 Ca antag
11	COc1ccc2sc(-c3ccccc3OC)c(C#CC(C)(C)O)c2c1	-2	2	8	-2	-17
12	O=C(NCc1ccco1)C1CCN(S(=O)(=O)Cc2ccccc2)CC1	-7	4	5	-3	-15
13	CNC(=O)c1ccccc1-c1ccccc1	0	-2	3	-3	-6
14	CCOc1ccccc1NC(=O)Nn1cnnc1	1	5	5	-2	-18
15	Cc1cc(C)n(-c2nnc(C)n2/N=C/c2ccccc2OCc2ccccc2Cl)n1	-3	2	-1	-3	-4
16	O=C(NCc1ccncc1)c1ccc(Cl)c(S(=O)(=O)N2CCOCC2)c1	-18	4	2	-5	-13
17	COc1ccc([C@@H]2[C@@H]3C(=O)N(C(C)(C)C)C(=O)[C@@H]3[C@]3(Cc4ccc(Cl)cc4)C(=O)N(c4ccc(OC)cc4)C(=O)N23)cc1	-4	0	4	-4	-4
18	COc1ccc(-n2c(=O)c3ccccc3n(CC(=O)NC3CCCCC3)c2=O)cc1OC	-3	0	8	0	-5
19	COC(=O)[C@@H]1C[C@H]2CC[C@H](O)C[C@H]2N1Cc1ccc(-c2ccccc2)cc1	0	2	-2	-6	-8
20	CCOc1ncccc1C(=O)NNC(=O)c1cccc(S(=O)(=O)N2CCOCC2)c1	0	4	2	-4	-4

cpd	M1 ag parental	CHRM1 antagonist	CHRM4 agonist	CHO parental Ca
11	3.2	-6	-2	-31
12	0.9	-6	3	-4
13	0.1	-15	0	4
14	0.9	-10	1	-4
15	0.2	-3	-1	-16
16	0.0	5	1	-11
17	0.3	-4	1	-35
18	-0.5	-4	0	6
19	0.3	8	3	-9
20	0.5	-4	2	-10

(next part)
cpd	canonical_smiles	OXTR potentiator	M4 antag	M1 PAM	CHRM1 agonist	CHO-K1 Ca antag
21	CN(C)C(=O)OCC1COc2ccccc2O1 (stereo not given)	-4	-9	5	-3	-10
22	Cc1ccc(CNC(=O)C(C)OC(=O)c2cccs2)cc1 (stereo not given)	-7	-4	8	-3	-18
23	Cn1c2ccccc2c(=O)c2cc(C#Cc3ccccn3)ccc21	1	-4	5	-5	-5
24	Cc1ccc(C)c(N(CC(=O)NC2CCCCC2)C(=O)c2csnn2)c1	-1	-7	12	-1	-7
25	NC(=O)c1ccccc1Br	-2	0	9	-2	-18
26	CS(=O)(=O)N1CCN(C(=O)c2cc(-c3ccncc3)nc3ccc(Cl)cc23)CC1	1	-4	-14	3	5
27	CC(C)CN(C(=O)CN1CCN(S(=O)(=O)c2ccccc2)CC1)c1c(N)n(CC(C)C)c(=O)[nH]c1=O	2	-8	8	-3	-7
28	CC(C)c1onc(C(=O)N2CCCCC2C)c1[N+](=O)[O-] (stereo not given)	-4	3	9	-8	2
29	CC(C)COC(=O)N(C)C[C@@H]1OCc2cn(nn2)CCCC(=O)N([C@@H](C)CO)C[C@H]1C	·	-3	8	-3	-4
30	CC(C)c1nc(SCC(=O)N2CCCc3ccccc32)c2c(=O)n(C)c(=O)n(C)c2n1	-5	-3	-5	-6	4

cpd	M1 ag parental	CHRM1 antagonist	CHRM4 agonist	CHO parental Ca
21	0.2	-5	2	-14
22	0.0	-11	0	-15
23	0.8	3	1	-10
24	2.2	-14	0	-25
25	2.0	-3	1	-7
26	5.1	31*	13	-4
27	0.4	-6	1	0
28	-0.3	-4	0	-2
29	0.0	-3	1	·
30	2.1	0	7	-9

Remaining list, next part:
cpd	canonical_smiles	OXTR potentiator	M4 antag	M1 PAM	CHRM1 agonist	CHO-K1 Ca antag
31	CC(=O)C(Cc1ccccc1)NC(=O)CN1CCc2ccccc2C1 (stereo not given)	-4	-10	5	-2	-4
32	CCCn1nnnc1NC(=O)c1cc(Br)ccc1OC	0	-2	8	-5	6
33	O=C(Nc1cc(S(=O)(=O)Nc2ccc(Cl)cc2)ccc1N1CCCCC1)c1ccc(F)cc1Cl	-10	0	-1	-7	-9
34	Cn1cccc1/C=N/NC(=O)Cc1cccs1	-6	12	14	-2	-3
35	CC(/C=N/NC(=O)c1ccc(Cn2cc([N+](=O)[O-])cn2)o1)=C\c1ccccc1	-7	1	-3	2	-1
36	CCOC(=O)C1CCCN(C(=O)C2CCN(S(=O)(=O)c3ccc(Cl)c(C(F)(F)F)c3)CC2)C1 (stereo not given)	·	0	1	9	-21
37	CC(C)c1ccc(NC(=O)COC(=O)c2nn(C)c(=O)c3ccccc23)cc1	-11	-11	2	-2	-13
38	COc1ccc(C=CC(=O)c2ccc(OCc3ccccc3)c(OC)c2)cc1OC	·	-2	8	0	-2
39	CCNC(=O)C1(C)CCN(C(=O)c2ccc(OC)cc2)C1 (stereo not given)	·	-7	10	0	-7
40	COc1ccc2c(-c3ccc(OCCN4CCOCC4)cc3)c(-c3ccccc3OC)sc2c1	·	-1	0	-2	5

cpd	M1 ag parental	CHRM1 antagonist	CHRM4 agonist	CHO parental Ca
31	1.1	-11	3	-17
32	0.0	0	1	-17
33	13	-6	0	-32
34	-0.1	-19	0	9
35	3.2	6	4	-15
36	2.1	-2	5	·
37	0.9	-8	3	-16
38	0.5	-16	4	·
39	0.8	-19	1	·
40	0.0	3	3	-20

More structures
cpd	canonical_smiles	OXTR potentiator	M4 antag	M1 PAM	CHRM1 agonist	CHO-K1 Ca antag
41	CCOC(=O)C1=NN(c2ccccc2)C2=NC(C)=C(C(=O)OC)C(c3ccc(C)cc3)N12 (stereo not given)	-9	3	8	-1	5
42	CCS(=O)(=O)NCC(c1ccco1)N1CCN(c2ccccc2)CC1 (stereo not given)	-4	-7	2	-2	-9
43	Cc1cccc(N2CCN(C(=O)c3ccc4ccccc4c3)CC2C)c1 (stereo not given)	-6	-4	-9	-3	6
44	C[C@H]1CN([C@@H](C)CO)C(=O)Cc2cc(NC(=O)Nc3ccccc3)ccc2O[C@H]1CN(C)Cc1ccccc1	·	7	4	-8	-6
45	c1cnn(-c2cncc(-n3cccn3)n2)c1	-9	-6	11	-1	-15
46	CC(C)NC(=O)CN1CCN(C(c2cc3ccccc3o2)c2nnnn2C(C)(C)C)CC1 (stereo not given)	·	4	·	·	1
47	O=C1/C(=C/c2ccccc2)CCC1C1CCCC1 (stereo not given)	-5	-8	6	-4	9
48	COc1cccc(-n2nnnc2SCC(=O)NC2CCCC2)c1	-18	-3	10	-4	-7
49	Cc1cccc2cc(/C=C3\N=C(c4ccccc4)OC3=O)c(N3CCOCC3)nc12	-14	3	8	-5	-9
50	C[C@@H]1CCCCO[C@@H](CN(C)C(=O)C2CCCCC2)[C@@H](C)CN([C@H](C)CO)C(=O)c2cc(NC(=O)NC3CCCCC3)ccc2O1	·	-15	14	4	-10

cpd	M1 ag parental	CHRM1 antagonist	CHRM4 agonist	CHO parental Ca
41	0.4	-9	2	-26
42	0.5	-1	2	-3
43	-0.6	14	4	-22
44	0.8	4	-2	·
45	0.9	-11	5	-1
46	4.5	·	0	·
47	-0.1	-9	0	-1
48	-0.5	-7	0	-21
49	0.0	-9	0	-5
50	-0.4	-2	0	·
